Screening data deposited in PubChem BioAssay by several laboratories.
Peg3 prom inh: Peg3 promoter-driven luciferase inhibitors, primary screen, cell-based, HeLa, luciferase luminescence | 360,000 tested, 1.7% active | inhibition, % at 20 µM | HeLa PEG-Prom luciferase reporter, overnight;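 active means inhibition of at least 50% at 20 µM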
TRAIL sens C8: viability loss with TRAIL in NB7+C8 cells, primary screen, TRAIL sensitizer project, cell-based, ATPlite luminescence; 360,000 tested, 1% active; inhibition (viability loss, TRAIL sensitization), % at 10 µM;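 active means compounds causing at least 50% loss of cell viability in the single-dose screen, relative to plate controls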
TWEAK Fn14 block: inhibitors of TWEAK-Fn14 signaling, primary screen, luciferase reporter cells, uHTS. TWEAK-stimulated Fn14 reporter cells, luciferase luminescence, 8 h. inhibition, % at 10 µM. 360,000 tested, 2% active; in the data active means inhibition above about 50%
TROY signal inh: inhibitors of TROY-driven NF-kB signaling, primary screen, Q293 LMP1-TROYcd cells, NF-kB luciferase, uHTS; Q293 LMP1-TROYcd NF-kB luciferase reporter, 4 h; inhibition, % at 10 µM; 360,000 tested, 0.98% active;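 active means compounds whose plate-normalised and pattern-corrected inhibition of the luciferase reporter signal at the single screening dose is 50% or more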
NR2E3 ag-1: NR2E3 agonists in two-hybrid cells, primary screen, cell-based, luminescence, CHO-S, Gal4-NCOR/VP16-NR2E3; Photoreceptor-specific nuclear receptor (Homo sapiens), Q9Y5X4; luciferase; inhibition of corepressor binding, % at 3.98 µM; 360,000 tested, 0.35% active; AID 602229, 2012;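 active means inhibition above the mean of all tested compounds plus 3 SD, cut at about 70% in these data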;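 further: 0% = DMSO with NR2E3 transfected cells and 100% = cells lacking NR2E3 construct; higher means lower luciferase signal from less NR2E3 corepressor binding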
Target sequence (Q9Y5X4 whole entry, looked up, the tested form may be a part): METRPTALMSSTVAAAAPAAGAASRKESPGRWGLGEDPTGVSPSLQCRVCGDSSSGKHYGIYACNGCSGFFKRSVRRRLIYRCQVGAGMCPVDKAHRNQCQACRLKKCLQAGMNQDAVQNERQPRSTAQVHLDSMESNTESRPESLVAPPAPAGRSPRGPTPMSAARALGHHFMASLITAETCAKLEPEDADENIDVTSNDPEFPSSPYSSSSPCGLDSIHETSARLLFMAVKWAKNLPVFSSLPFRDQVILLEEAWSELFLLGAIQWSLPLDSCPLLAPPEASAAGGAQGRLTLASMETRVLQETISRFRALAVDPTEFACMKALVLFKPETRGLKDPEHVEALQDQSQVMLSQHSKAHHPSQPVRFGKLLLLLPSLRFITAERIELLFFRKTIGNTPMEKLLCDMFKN
Shn3 3UTR inh: reduction of Shn3 3'UTR firefly luciferase signal, primary screen, Schnurri-3 inhibitor project, cell-based, Clone20 osteoblasts, set 2. Clone20 osteoblast Shn3 3'UTR firefly luciferase, 24 h. 360,000 tested, 0.52% active. inhibition, % at 12.5 µM;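 active means mean inhibition of at least 75% with every replicate also reaching 75%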;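 further: 0% = median of neutral control wells and 100% = pilot-screen positive control compound; some compounds past the cut are filed as inactive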
NR2E3 ag-2: inhibitors of NR2E3-RetCOR corepressor binding, primary screen, NR2E3 agonist project, biochemical, TR-FRET, GST-NR2E3, biotin-RetCOR; Photoreceptor-specific nuclear receptor (Homo sapiens), Q9Y5X4; 1536-well; inhibition of corepressor binding, % at 4.78 µM; 320,000 tested, 0.12% active; AID 2300, 2010;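 active means percent inhibition above the cutoff of mean plus 3 SD of all tested compounds, set per screening campaign, cut at about 20% in these data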;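 further: 0% = DMSO wells and 100% = biotin wells as full block of FRET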
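System: GST-tagged NR2E3 plus biotinylated RetCOR corepressor; Amount: 1.35 nM GST-tagged NR2E3 final; Dosing: single nominal compound dose of 4.8 µM; Schedule: 5 h incubation at 4 °C; Technique: TR-FRET with europium anti-GST and streptavidin-D2, 340 nm excitation; Controls: biotin wells as high control, 0.6% DMSO wells as low control.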
TRPM1 prom inh: inhibitors of MITF-dependent TRPM1 promoter reporter, primary screen, cell-based, SK-MEL-5, single point, luciferase; SK-MEL-5 TRPM1 promoter luciferase, 24 h; inhibition, % at 12.5 µM; 330,000 tested, 0.83% active; AID 488899, 2010;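 active means mean inhibition across replicates of 60% or more, whatever share of single replicates reaches that level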; further: values of inactives mirror those of a sister screen read the other way
KKLEB cytotox: cytotoxicity in KKLEB CF airway cells, primary screen, cytotoxicity control for CF NF-kB inhibitor project, cell-based, uHTS, fluorescence assay plates | AID 602141, 2011 | 360,000 tested, 0.36% active | activity change (cytotoxicity), % at 5 µM | KKLEB CF airway cells viability, ATPlite luminescence, overnight; stronger effect = lower value; cells stimulated with P. aeruginosa culture filtrate;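 active means corrected activity change at or below -50% at 5 µM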
HIF-2a block: HIF-2a reporter inhibitors, primary screen, luminescence, 786-0 RCC cells; 786-0 RCC cells HIF-2a reporter, luciferase luminescence, overnight; inhibition, % at 18.8 µM; 360,000 tested, 0.72% active; AID 624352, 2012;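 active means inhibition of the luminescence signal of 40% or more relative to plate controls, in a single-dose primary screen at 18.75 µM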
CF NFkB inh: inhibitors of PAF-induced NF-kB signaling, primary screen, cell-based, GFP fluorescence, uHTS | 360,000 tested, 0.86% active | inhibition, % at 5 µM | KKLEB NF-kB-GFP reporter, GFP fluorescence overnight;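 active means at least 50% inhibition at 5 µM, scaled per plate between neutral and stimulator controls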;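 further: PAF is a Pseudomonas aeruginosa culture filtrate used as stimulus; plate controls were PAF-stimulated DMSO wells for no effect and unstimulated DMSO wells for full effect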
* = called active by the depositor; . = not tested or not shown. This is a subset (hit frequency here may not be typical).

SMILES	Peg3 prom inh	TRAIL sens C8	TWEAK Fn14 block	TROY signal inh	NR2E3 ag-1	Shn3 3UTR inh	NR2E3 ag-2	TRPM1 prom inh	KKLEB cytotox	HIF-2a block	CF NFkB inh
NC(=O)C(Cc1ccccc1)NC(=O)C12CC3CC(CC(C3)C1)C2 (configuration not stated)	10	-6	-8	13	-19	-2	-4	3	-13	15	4
Cc1ccc(C)c(OCCC(=O)OCC(=O)NCc2ccc(F)cc2)c1	12	1	8	-6	-18	-14	-1	6	-7	13	-1
COc1ccc(NC(=O)NC2(C(=O)N3CCN(C)CC3)CCCCC2)cc1	-31	7	4	-4	-25	-7	6	8	4	-31	-1
Cc1ccc(OCC(=O)N2CCc3ccccc32)c([N+](=O)[O-])n1	-77	2	18	-24	-54	-5	6	-10	0	-83	-3
O=C(COC(=O)CNS(=O)(=O)/C=C/c1ccccc1)NC1CCS(=O)(=O)C1 (configuration not stated)	4	-5	12	14	-21	-3	-2	-8	-13	9	11
O=C(CSc1nc(-c2ccco2)cc(C(F)(F)F)n1)N1CCc2ccccc2C1	8	1	17	-1	-4	37	0	10	-8	20	14
C[C@H](CO)N1C[C@H](C)[C@@H](CN(C)S(=O)(=O)c2ccc(F)cc2)Oc2ccc(NC(=O)CCN3CCOCC3)cc2C1=O	-21	-4	7	2	-11	-2	.	5	-15	9	7
O=C(NC(=S)NC(CO)Cc1ccccc1)c1ccc(F)cc1 (configuration not stated)	-317	-3	-22	-52	-44	-14	-5	-19	12	-215	-5
COc1ccc(/C=N/NC(=O)c2cccnc2)cc1CN1CCOCC1	11	-7	-32	6	2	-9	1	-8	5	9	-14
Cc1c(N/C(=N/S(=O)(=O)c2cc([N+](=O)[O-])ccc2Cl)c2ccccc2)c(=O)n(-c2ccccc2)n1C	2	-9	-12	3	1	14	1	-11	-12	15	20
COc1ccc(/C=C/C(=O)Nc2cccc(S(=O)(=O)NC3=NCCCCC3)c2)cc1	-205	43	-19	-35	-16	.	-3	-53	-11	-224	5
CCOc1ccc(N(CC(=O)N2CCN(c3ccc(F)cc3)CC2)S(=O)(=O)c2c(C)noc2C)cc1	8	6	-14	11	-25	8	3	-10	-9	-3	-3
CC[C@]1(C(=O)OC)[C@H]2C(=O)N(C)C(=O)[C@H]2[C@H]2CN(C)C(=NC3CCCCC3)N21	-3	-9	9	-8	-15	7	.	10	-1	7	2
O=C(C1=C[C@H](c2csc3ccccc23)C[C@H](OCc2ccc(CO)cc2)O1)N1CCN(Cc2ccccc2)CC1	16	9	7	11	2	25	0	-1	-2	14	13
C[C@H](CO)N1C[C@H](C)[C@@H](CN(C)Cc2ccccc2)Oc2c(NC(=O)C3CCCCC3)cccc2C1=O	12	-10	-3	0	-17	16	.	19	-12	19	14
CC(=O)Nc1ccc(CN2CCCC(C(=O)c3ccc(C(F)(F)F)cc3)C2)cc1 (configuration not stated)	15	7	-2	-3	4	14	-3	5	-2	12	12
O=C(NC(=S)NC1CCS(=O)(=O)C1)c1ccccc1Br (configuration not stated)	3	-4	-4	13	-8	11	3	-5	-1	11	21
Cn1/c(=N/N=C/c2ccc(N3CCOCC3)cc2)sc2ccccc21	-227	15	-36	-54	-68	-38	-1	-30	-19	-255	-28
N#Cc1ccc(S(=O)(=O)N2CCN(CC(=O)Nc3ccccc3C(=O)NC3CC3)CC2)cc1	-7	-9	3	-7	-11	-18	6	-6	1	18	8
CCCCCC1CC1C(=O)N/N=C/c1ccc(N(C)C)cc1 (configuration not stated)	-21	-8	7	-14	-27	89*	2	-3	-33	-7	1
CC1CCN(C(=O)CSc2nc(=O)n3cc(Cl)ccc3n2)CC1	-4	4	1	22	-29	7	-3	10	9	3	-5
O=c1cc(Cl)c2ccccc2n1-c1ccccc1	17	-15	-8	14	-5	-14	-2	3	11	21	-4
CCC(C)NC(=O)COC(=O)c1oc2ccccc2c1CSc1ccc(Cl)cc1 (configuration not stated)	13	1	7	7	-8	-8	3	7	-1	14	11
Cc1cccc(C(=O)OC(C)C(=O)NC(=O)NC2CCCCC2)c1O (configuration not stated)	-5	-12	3	-9	0	6	-2	-1	-7	1	16
COc1ccc(C(C)(C)C)cc1NC(=O)COC(=O)c1cc(SC)ccc1Cl	19	-1	13	21	-25	-10	-3	-2	-6	20	10
Cn1c(Cc2c[nH]c3ccccc23)n[nH]c1=S	7	-10	6	4	-36	3	-3	-4	7	2	-5
COc1ccc(OC)c(NC(=O)c2cc3c(cc2Cl)N2CCCCCC2=NS3(=O)=O)c1	-3	-11	-10	7	6	20	.	-18	18	-5	-6
O=C(Nc1nccs1)c1cc(-c2ccco2)nc2ccccc12	26	17	15	-5	-31	-25	1	19	-7	16	-21
COc1ccc(N2CCN(C(=O)C(=O)c3cn(CC(=O)N4CCCC4)c4ccccc34)CC2)cc1	-3	6	14	-9	-30	-11	.	.	3	-1	-13
COc1ccc(/C=N/NC(=O)CC(=O)NCc2cccnc2)cc1[N+](=O)[O-]	14	-6	-7	15	5	7	-1	2	0	0	-22
COc1ccc(/C(O)=C2\C(=O)C(=O)N(c3cc(C)on3)C2c2ccc(OC)c(OC)c2)cc1OC (configuration not stated)	-6	-11	2	3	-19	13	2	-1	3	10	-22
COc1cccc(-c2cc(C(=O)NCCCN3CCOCC3)no2)c1	-22	-15	3	-6	2	-13	2	0	2	-24	4
O=S(=O)(/C=C/c1ccccc1)N1CCN(c2nc(-c3ccccc3)nc3ccccc23)CC1	20	-7	-9	-13	-11	17	-3	-4	-10	9	-8
Cc1ccc(CN2C(=O)CCC2C(=O)N2CCN(c3ccccc3)CC2)cc1 (configuration not stated)	-1	-2	-1	13	9	-5	3	-38	0	3	12
CCN(CC(=O)NCc1ccc(F)cc1)C(=O)CCNS(=O)(=O)c1cccc(C)c1	-12	3	-11	3	-29	-11	1	-6	19	7	-1
O=S(=O)(NCCc1ccccc1)c1cccc(S(=O)(=O)N2CCOCC2)c1	14	-6	-2	0	15	2	2	4	-2	13	-2
O=C(Nc1ccc(C(F)(F)F)cc1)N1CCN(C(=O)c2ccco2)CC1	17	8	11	-17	-24	3	1	-5	4	-2	-11
Nn1c(SCC(=O)Nc2ccc(F)cc2)nnc1-c1cccnc1	-6	4	-6	8	0	-8	0	-2	12	16	14
Cc1ccc(C(=O)Nc2ccccc2C(=O)O)cc1S(=O)(=O)Nc1ccc(Br)cc1	3	12	6	51*	-42	3	3	12	-9	4	-16
COc1ccccc1-c1cc2nc(NCCc3ccc(S(N)(=O)=O)cc3)ccn2n1	12	-7	-4	-10	5	-19	.	.	7	4	-14
COc1cccc(CN2CCCC(C(=O)N3CCCCC3)C2)c1 (configuration not stated)	12	-5	10	0	-7	-24	-1	-6	-4	4	-8
CCc1nnc(NC(=O)C(NC(=O)c2ccccc2Cl)C(C)C)s1 (configuration not stated)	-14	6	5	2	-8	7	-5	-3	10	16	-7
Cc1cc(C(=O)NCc2cccc(Cl)c2)c2ccccc2n1	8	-9	40	-7	-1	3	3	8	-1	6	-3
Cc1c(C(=O)NN)sc(=S)n1C	10	23	-10	6	10	1	1	15	3	12	1
O=[N+]([O-])c1cccc(/C=N/n2c(C3CCCCC3)n[nH]c2=S)c1	5	-4	-11	0	0	-11	-2	6	-10	8	21
O=C(O)[C@H]1CCCN1S(=O)(=O)c1cccc2cccnc12	-10	-10	-8	7	-16	-18	-2	0	6	9	-15
CN1OC(Cn2cc(C#N)c(=O)n(C)c2=O)CC1c1ccccc1 (configuration not stated)	4	-1	4	11	3	10	6	-3	3	9	-15
CN1CCN(Cc2ccc(-c3ccc(Cl)cc3)o2)CC1	-88	9	-10	-22	-26	-17	-1	-31	8	-153	4
O=c1c2cccc3c2c(nn1-c1ccccc1)-c1ccccc1-3	42	6	-42	-3	1	-2	3	13	2	7	-134
COc1ccc(/C=C(\NC(=O)c2ccc(OC)cc2)C(=O)NC(CCSC)C(=O)O)cc1 (configuration not stated)	1	-5	34	-2	-20	-49	-1	-2	-2	4	-3
CC(=O)N1c2ccc(S(=O)(=O)N3c4ccccc4CC3C)cc2CC1C (configuration not stated)	31	18	8	-4	12	24	-3	1	-8	10	-6
N#CCCNc1c(Cl)cc(Cl)cc1C(=O)O	7	-10	-6	22	2	18	-1	1	-4	17	2
O=C(N/N=C/c1coc2ccccc2c1=O)c1cc2ccccc2o1	5	-11	14	5	4	-2	1	-1	6	-6	8
O=S(=O)(c1ccc2ccccc2c1)N1CCC(c2nc(-c3ccncc3)no2)CC1	26	9	46	43	-12	58	-4	29	12	14	12
NS(=O)(=O)c1ccc(Oc2ccc(S(N)(=O)=O)cc2)cc1	8	-4	1	-16	-6	-16	2	9	2	11	-13
CC(C)(C)OC(=O)Nc1ncnc2c1ncn2C1OC(CO)C2OC(C)(C)OC21 (configuration not stated)	16	-13	-5	-1	-8	-8	-1	7	2	17	11
CC(C)CNC(=S)N1CCC(NC(=O)C23CC4CC(CC(C4)C2)C3)CC1	4	17	14	5	-4	16	-1	-11	3	17	-6
Cc1cc(C)cc(N(CC(=O)NCc2cccnc2)S(C)(=O)=O)c1	3	11	23	-17	2	3	-1	2	3	-12	5
CC(=O)Nc1cccc(-c2ccnc3c2CC(C(=O)Nc2ccc(Cl)cc2)O3)c1 (configuration not stated)	35	20	19	30	-22	36	.	.	-7	18	-14
CC(=O)Nc1nonc1-c1nc2ccccc2n1CCC#N	7	-19	31	3	0	-2	3	2	5	-2	-1
CC(=O)C[C@@H](O)CC(=O)[C@@H]1OC(=O)[C@H](C)C/C=C\Cc2ccccc21	3	-12	8	-13	0	9	.	-1	-9	22	22

An excerpt from above in order of formula weight, ascending:
SMILES	Peg3 prom inh	TRAIL sens C8	TWEAK Fn14 block	TROY signal inh	NR2E3 ag-1	Shn3 3UTR inh	NR2E3 ag-2	TRPM1 prom inh	KKLEB cytotox	HIF-2a block	CF NFkB inh
Cc1c(C(=O)NN)sc(=S)n1C	10	23	-10	6	10	1	1	15	3	12	1
COc1cccc(CN2CCCC(C(=O)N3CCCCC3)C2)c1 (configuration not stated)	12	-5	10	0	-7	-24	-1	-6	-4	4	-8
CC(=O)N1c2ccc(S(=O)(=O)N3c4ccccc4CC3C)cc2CC1C (configuration not stated)	31	18	8	-4	12	24	-3	1	-8	10	-6
